GPR55 antagonists – GPR55 antagonists blocking LPI-driven arrestin recruitment, primary screen, imaging, U2OS, beta-arrestin-GFP, LPI agonist (AID 2013); G-protein coupled receptor 55 (Homo sapiens); U2OS GPR55 beta-arrestin-GFP translocation imaging, LPI antagonism; higher % means a stronger effect; inhibition, % at 10 µM; hits with a dose series show IC50 in µM; 0.13% of 290,000 active;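 active means spots per cell inhibited over 60%, with over 100 cells counted and total cytoplasm intensity under 500,000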;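 further: U2OS cells stably carrying GPR55 and arrestin-GFP stimulated by 5 µM LPI near EC80; imaged beta-arrestin-GFP aggregate spots per cell after agonist stimulation; plate controls were LPI-stimulated DMSO wells for no effect and DMSO wells without LPI for full effect; some results filed as inactive read as strong as hits; confirmed hits need IC50 under 10 µM and bright autofluorescent wells are also inconclusive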
KOR beta-arrestin-1 – KOR agonists, beta-arrestin recruitment, primary screen, cell-based, luminescence, uHTS (AID 1777) | Kappa-type opioid receptor (Homo sapiens) | KOR beta-arrestin recruitment, luminescence; higher % means a stronger effect | one-dose activation, % at 10 µM; EC50 in µM for titrated hits | 0.02% of 280,000 active; in the data active means activation above about 50%, passing the limit was not always enough; further: a part of the inactive calls stands beside numbers as strong as those of hits
KOR beta-arrestin-2 – KOR antagonists, beta-arrestin recruitment, cell-based, luminescence, uHTS (AID 1778); Kappa-type opioid receptor (Homo sapiens); KOR beta-arrestin recruitment, luminescence, antagonist mode; higher % means a stronger effect; one-dose inhibition, % at 10 µM; IC50 in µM for titrated hits; 0.091% of 290,000 active; in the data active means inhibition above about 50%; further: strong numbers were not always called active
West Nile virus CPE – West Nile virus antiviral activity, cell-based, CPE readout (AID 1621). one-dose CPE inhibition, % at 10 µM; IC50 in µM for titrated hits. West Nile virus-infected cells, CPE inhibition; higher % means a stronger effect. 0.02% of 290,000 active; in the data active means a potency from the dose series; further: strong numbers were not always called active
NS5 inhibitors – Dengue-2 NS5 methyltransferase inhibitors, primary screen, biochemical, confirmation dose response (AID 588689) | Genome polyprotein (Dengue virus type 2 (strain 16681-PDK53)) | Dengue-2 NS5 methyltransferase capping enzyme assay, biochemical; higher % means a stronger effect | inhibition, % at 25 µM; hits with a dose series show IC50 in µM | 0.3% of 340,000 active; in the data active means a potency from the dose series
GPR55 activation – GPR55 agonists via beta-arrestin recruitment, primary screen, imaging, U2OS cells, beta-arrestin-GFP redistribution (AID 1961). U2OS GPR55 beta-arrestin-GFP redistribution imaging; higher % means a stronger effect. G-protein coupled receptor 55 (Homo sapiens). activation, % at 10 µM, or EC50 in µM where a hit was titrated. 0.048% of 290,000 active;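 active means activation above 40% with more than 50 cells counted in the well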;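 further: U2OS osteosarcoma cells stably expressing GPR55 and beta-arrestin-GFP; plate controls were DMSO negative control for no effect and LPI positive control for full effect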
NOD1 NF-kB reporter – NOD1 signaling inhibitors, primary screen, cell-based, luminescence, uHTS (AID 1578). 1% of 290,000 active. NOD1-driven NF-kB luciferase reporter cells, luminescence; higher % means a stronger effect. inhibition, % at 4 µM; hits with a dose series show EC50 in µM; in the data active means inhibition mostly above about 36%, no sharp cut-off; inactive means mostly below about 34%;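 further: HEK-293T reporter cells stimulated with the NOD1 agonist gamma-tri-DAP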
HIV peptide binding – inhibitors of HIV fusion peptide binding, primary screen, biochemical, uHTS, fluorescence dequenching (AID 1986) | 0.3% of 290,000 active | one-dose inhibition, % at 20 µM; IC50 in µM for titrated hits | cell-free peptide binding, fluorescence dequenching, 30 min; higher % means a stronger effect; in the data active means inhibition mostly above about 52%, no sharp cut-off; inactive means mostly below about 76%; further: some results filed as inactive read as strong as hits
GPR35 antagonists – GPR35 antagonists blocking zaprinast-driven arrestin recruitment, primary screen, imaging, U2OS, beta-arrestin-GFP, zaprinast agonist (AID 2058). inhibition, % at 10 µM, or IC50 in µM where a hit was titrated. U2OS GPR35 beta-arrestin-GFP translocation imaging, zaprinast antagonism; higher % means a stronger effect. 0.052% of 290,000 active. G-protein coupled receptor 35 (Homo sapiens);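 active means inhibition of at least 50% with at least 30 cells and total cytoplasm GFP at most 10,000,000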
NS5 inhibitors pilot replicate – second read-out of NS5 inhibitors, no call of its own (marks repeat the call); inhibition, %; measured here: pilot screen replicate inhibition
Active calls of the source: *; nt = no result given; & = joins results of further samples; [ ] = dose if it differs, or a comment.

SMILES	GPR55 antagonists	KOR beta-arrestin-1	KOR beta-arrestin-2	West Nile virus CPE	NS5 inhibitors	GPR55 activation	NOD1 NF-kB reporter	HIV peptide binding	GPR35 antagonists	others
COc1cccc(-c2nn(-c3ccccc3)cc2CN(C)C(C)c2ccon2)c1 (stereo unspecified)	8%	-5.5%	-8%[20 µM]	-0.8%	0%	-0.1%	-22%	1.2%	10%
CC(C)CC(=O)NC(=S)Nc1cccc(NC(=O)c2ccccc2)c1	14%	4.4%	16%	-0.7%	-5%	0.0%	-20%	10%	-6%
NC(=O)c1cc2ccccc2o/c1=N\NC(=O)c1ccccc1O	-3%	0.3%	-22%	0.6%	1%	0.0%	7%	5.0%	9%
CCCc1oc2c(c(=O)c1CC)C(=O)CC(C)(C)C2	-4%	-1.7%	-2%	-0.4%	-5%	-0.2%	2%	-2.1%	4%
O=C(CSc1nnc(-c2ccccn2)o1)Nc1ccccc1	9%	-5.2%	-17%[20 µM]	0.4%	nt	0.0%	-43%	0.5%	-6%
CCCS(=O)(=O)c1nc(S(=O)(=O)c2ccc(C)cc2)c(N2CCc3ccccc3C2)s1	-16%	0.9%	-45%	-0.5%	-9%	-0.2%	25%	2.8%	-5%
CC(C)[C@H](NC(N)=O)C(=O)Nc1cccc([N+](=O)[O-])c1	-3%	-7.1%	0%	-0.1%	nt	-0.2%	-24%	-0.4%	0%
Cc1cccc(-c2nc(CSCC(=O)N3CCN(Cc4ccc5c(c4)OCO5)CC3)c(C)o2)c1	-12%	0.2%	-22%	nt	-3%	0.1%	14%	-4.5%	-9%
COCCCNC(=O)c1c(N)n(-c2cccc(S(N)(=O)=O)c2)c2nc3ccccc3nc12	10%	-1.0%	21%	0.6%	6%	-0.1%	-29%	-0.3%	-10%
CCOC(=O)C(=CNc1ccc(C(F)(F)F)cc1)C(=O)OCC	9%	3.0%	4%	0.4%	9%	0.4%	-14%	0.3%	3%
O=c1c2ccccc2nc(SCc2ccccc2F)n1C1CCCC1	12%	-3.2%	7%	0.1%	-2%	-0.3%	13%	-2.1%	5%
COc1ccc(NC(=O)Nc2cccnc2)cc1	-4%	0.6%	-11%	-0.3%	-37%	-0.3%	-36%	0.8%	0%

The list goes on, overlapping the part above by two compounds.
SMILES	GPR55 antagonists	KOR beta-arrestin-1	KOR beta-arrestin-2	West Nile virus CPE	NS5 inhibitors	GPR55 activation	NOD1 NF-kB reporter	HIV peptide binding	GPR35 antagonists	others
O=c1c2ccccc2nc(SCc2ccccc2F)n1C1CCCC1	12%	-3.2%	7%	0.1%	-2%	-0.3%	13%	-2.1%	5%
COc1ccc(NC(=O)Nc2cccnc2)cc1	-4%	0.6%	-11%	-0.3%	-37%	-0.3%	-36%	0.8%	0%
O=C(Cc1ccc(Br)cc1)Nc1ccc(S(=O)(=O)NCC2CCCO2)cc1 (stereo unspecified)	-4%	0.3%	-21%[20 µM]	-1.9%	-1%	0.6%	23%	-1.4%	-6%
COc1ccc(S(=O)(=O)N2CCN(S(=O)(=O)c3ccc(C(F)(F)F)cc3)CC2)cc1C	12%	-2.1%	11%	nt	5%	0.2%	-6%	0.4%	-2%
CCOC(=O)Cn1cnc2scc(-c3ccc(C)cc3)c2c1=O	13%	-2.2%	-21%	-0.2%	3%	-0.2%	-13%	1.7%	4%
Cc1ccc(-n2c(=O)c3sccc3n(CC(=O)NCc3ccco3)c2=O)cc1	4%	-6.8%	22%	-0.4%	-6%	-0.2%	-51%	-1.0%	-9%
COc1cccc(CN2CCCC(C(=O)N3CCCCC3)C2)c1OC (stereo unspecified)	15%	10%	-16%	-1.3%	4%	-0.1%	-7%	-0.9%	16%	NS5 inhibitors pilot replicate=-1.2
O=C(NC(=S)Nc1cc(Cl)ccc1O)c1cccc(Br)c1	10%	0.9%	24%	-0.6%	-3%	-0.1%	-8%	1.7%	9%
CCc1cccc(OCCn2ccnc2)c1	-5%	6.8%	-31%	0.1%	-6%	0.8%	-5%	0.5%	-4%
CC1CN(CN2C(=O)c3ccccc3C2=O)CC(C)O1 (stereo unspecified)	-7%	-2.3%	23%	-0.3%	1%	0.0%	7%	-0.7%	-2%
O=S(=O)(c1cccc(-c2n[nH]c(=S)n2Cc2ccccc2)c1)N1CCOCC1	5%	nt	14%	-0.5%	-11%	-0.1%	-3%	0.1%	3%
COc1ccc(OC)c(C(C)NC(=O)Nc2ccccc2)c1 (stereo unspecified)	9%	-1.1%	-6%	0.0%	nt	-0.3%	-15%	0.9%	-2%
Cc1cccc(Cc2c(C)[nH]c(=O)c(C#N)c2C)c1	8%	-6.5%	7%	-0.5%	-9%	-0.1%	-19%	-1.0%	1%
CC(=O)N1c2ccc(S(=O)(=O)N3CCCCC3)cc2CC1C(=O)Nc1ccccc1C(F)(F)F (stereo unspecified)	7%	-2.0%	-5%	-0.3%	-7%	0.0%	-11%	0.8%	4%
CC(=O)c1ccc(NC(=O)/C=C/c2ccc(C)cc2)cc1	-5%	3.9%	-25%	-0.3%	-2%	0.6%	-29%	0.8%	-9%
COc1c(Br)cc([N+](=O)[O-])c(OC)c1C(=O)NC(=O)Nc1cc(Cl)cc(Cl)c1	8%	4.8%	-50%	-0.1%	2%	-0.1%	29%	-0.9%	-5%
CCN(CC)C(=O)c1ccccc1NC(=O)c1ccccc1	-5%	1.9%	0%	0.1%	-4%	0.5%	-27%	2.4%	-9%
Cc1ccc(NC(=O)CSCC(=O)Nc2ncc3c(n2)CC(c2ccco2)CC3=O)cc1 (stereo unspecified)	-2%	-1.5%	-10%	-0.2%	-7%	-0.1%	-10%	11%	16%
COc1cc2c(cc1OC)C(c1cccs1)N(C(=S)NC(C)C)CC2 (stereo unspecified)	6%	-6.7%	-6%	-0.7%	-5%	0.5%	-63%	1.7%	7%
Cc1ccccc1-n1c(-c2ccco2)n[nH]c1=S	0%	1.9%	8%	0.2%	-3%	-0.5%	-27%	2.4%	8%
O=S(=O)(Nc1nc2ccccc2[nH]1)c1ccccc1	-5%	-3.6%	-5%	0.7%	-7%	-0.2%	nt	-4.0%	11%
COc1ccc(OC)c(-c2oc3ccccc3c(=O)c2O)c1	13%	-2.6%	29%	0.1%	-17%	-0.1%	6%	-0.8%	-15%
COc1ccc(OC)c(C(=O)c2ccccn2)c1	-28%	-2.2%	-23%[20 µM]	-0.5%	-7%	-0.1%	-20%	1.5%	15%
O=C1c2ccccc2C(=O)N1CCCC(=O)N1CCc2ccccc21	6%	-3.9%	-16%	nt	5%	0.2%	-28%	0.3%	6%
Cc1nnc(NC(=O)NC(C)N2C(=O)C3C4C=CC(C4)C3C2=O)s1 (stereo unspecified)	30%	-0.8%	12%	0.1%	-1%&5%	-0.1%	-35%	-1.5%	-2%
S=c1[nH]nc(-c2ccco2)n1/N=C/c1c(Cl)cccc1Cl	2%	-1.4%	-5%	0.5%	-3%	0.0%	-12%	2.7%	-4%
CCOC(=O)CCCCC(=O)c1[nH]c(=O)[nH]c1Cn1cnc2ccccc21	10%	0.8%	2%	0.3%	-1%	0.2%	nt	-0.4%	12%
Cc1ccc2cc(CN(CCN3CCCC3)C(=O)Nc3ccccc3)c(=O)[nH]c2c1C	7%	-2.3%	3%	0.2%	-7%	0.2%	2%	-1.9%	-10%
COc1cc(C(=O)Nc2cccc(-n3cnnn3)c2)cc(Cl)c1OC	-5%	-1.8%	-7%	1.6%	0%	-0.2%	-1%	2.8%	0%
O=C(CN(c1ccc(Cl)c(Cl)c1)S(=O)(=O)c1ccccc1)N1CCc2ccccc2C1	9%	4.4%	6%	-0.5%	6%	0.0%	10%	0.9%	11%
CCOC(=O)N1CN(C(=O)OCC)CN(C(=O)OCC)C1	0%	4.0%	-3%	-0.3%	-1%	-0.2%	-11%	0.3%	0%
CCCOc1ccc(C(=O)NCc2ccco2)cc1	8%	0.1%	13%	0.4%	0%	0.4%	-22%	0.5%	11%
CCCCCCCCSc1nnc(/N=C/N(C)C)s1	0%	-2.1%	-15%	0.1%	-2%	-0.4%	-11%	0.1%	9%
O=C(Nc1ccccc1F)c1ccc(COc2ccc(Cl)cc2Cl)o1	6%	-3.7%	12%	1.1%	-2%	0.1%	10%	2.2%	-4%
CCOC(=O)c1c(C)oc2c1c(C=NCc1ccccn1)c(O)c1ccccc12	-16%	-1.6%	1%	nt	17%	-0.1%	29%	35%	-10%
CC(C)(C)C1COc2ccccc2N1C(=O)c1cccc(Cl)c1 (stereo unspecified)	-14%	-5.8%	23%	-0.5%	0%	-0.1%	6%	-1.1%	-13%
O=C(O)C[C@]1(C(=O)Nc2ccc(F)cc2)CC(/C=C/c2ccccc2)=NO1	3%	0.3%	-17%	0.0%	-4%	-0.1%	-1%	1.5%	-2%
Cc1ccc(C)c(CNS(=O)(=O)c2c(C)[nH]c(C)c2C(=O)N2CCCCC2)c1	2%	3.6%	78%	-0.5%	-3%	-0.2%	8%	-0.2%	-7%
O=C(Nc1ccc(-c2nc3ncccc3o2)cc1)c1ccco1	34%	1.0%	-13%	0.2%	-7%	-0.1%	-28%	5.9%	-2%
COc1cc(C)c(NC(=S)Nc2cccc(Cl)c2C)cc1OC	1%	-3.6%	3%	-1.0%	-1%	-0.2%	-39%	0.4%	8%

A section from further up, as a working copy:
SMILES	GPR55 antagonists	KOR beta-arrestin-1	KOR beta-arrestin-2	West Nile virus CPE	NS5 inhibitors	GPR55 activation	NOD1 NF-kB reporter	HIV peptide binding	GPR35 antagonists	others
CCCCCCCCSc1nnc(/N=C/N(C)C)s1	0%	-2.1%	-15%	0.1%	-2%	-0.4%	-11%	0.1%	9%
O=C(Nc1ccccc1F)c1ccc(COc2ccc(Cl)cc2Cl)o1	6%	-3.7%	12%	1.1%	-2%	0.1%	10%	2.2%	-4%
CCOC(=O)c1c(C)oc2c1c(C=NCc1ccccn1)c(O)c1ccccc12	-16%	-1.6%	1%	nt	17%	-0.1%	29%	35%	-10%
CC(C)(C)C1COc2ccccc2N1C(=O)c1cccc(Cl)c1 (stereo unspecified)	-14%	-5.8%	23%	-0.5%	0%	-0.1%	6%	-1.1%	-13%
O=C(O)C[C@]1(C(=O)Nc2ccc(F)cc2)CC(/C=C/c2ccccc2)=NO1	3%	0.3%	-17%	0.0%	-4%	-0.1%	-1%	1.5%	-2%
Cc1ccc(C)c(CNS(=O)(=O)c2c(C)[nH]c(C)c2C(=O)N2CCCCC2)c1	2%	3.6%	78%	-0.5%	-3%	-0.2%	8%	-0.2%	-7%
O=C(Nc1ccc(-c2nc3ncccc3o2)cc1)c1ccco1	34%	1.0%	-13%	0.2%	-7%	-0.1%	-28%	5.9%	-2%

Source: PubChem BioAssay

These rows are one share of the data. The share of hits here may be higher or lower than overall.
